TAAR1 ag: human TAAR1 agonism; Q96RJ0; CHO RD-HGA16 TAAR1, Fluo-8 calcium fluorescence; vehicle wells 0%, saturating PEA agonist 100%; activation, % at 3 µM; 360,000 compounds, 0.99% hits; AID 624467;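 active = activation above the mean activation of all test compounds in the run plus 3 SD, cut at about 38% in these data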
Target sequence (Q96RJ0 whole entry, looked up): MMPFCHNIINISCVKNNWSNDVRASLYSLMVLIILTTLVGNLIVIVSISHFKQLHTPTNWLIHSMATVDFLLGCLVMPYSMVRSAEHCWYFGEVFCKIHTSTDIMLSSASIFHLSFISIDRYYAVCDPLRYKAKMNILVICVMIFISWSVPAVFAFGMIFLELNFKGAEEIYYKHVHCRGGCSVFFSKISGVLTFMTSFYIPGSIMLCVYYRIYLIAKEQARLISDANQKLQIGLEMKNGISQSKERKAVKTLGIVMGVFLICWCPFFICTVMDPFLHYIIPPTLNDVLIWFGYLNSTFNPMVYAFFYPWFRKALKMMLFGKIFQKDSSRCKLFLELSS
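Assay system: CHO-derived RD-HGA16 cells with stable Gα16 and human TAAR1; timing: 17-24 h seeding, 75 min 37 °C dye, 30 min RT; read-out: % activation from peak over basal fluorescence ratio, DMSO-to-PEA scaled; measured by: kinetic Fluo-8 calcium fluorescence; benchmarks: low control DMSO, high control PEA (EC100); doses: 3 µM single concentration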
TAAR1 antagonist: antagonists of human TAAR1; Q96RJ0; CHO RD-HGA16 TAAR1, Fluo-8 calcium fluorescence, antagonist; inhibition, % at 3 µM; 360,000 compounds, 1.5% hits; AID 624466;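 active = inhibition above a per-plate cutoff, the mean inhibition of test compounds on that plate plus 3 SD, cut at about 49% in these data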;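 also: 0% = DMSO plus EC80 beta-PEA response and 100% = DMSO alone without agonist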
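Test system – hTAAR1-expressing CHO RD-HGA16 cells, Gα16-coupled · Reagent – β-PEA at EC80 concentration, post-compound challenge · Compound dosing – 3 µM, single point · Timing – 140 s kinetic read after compound, 140 s after agonist · Detection – Fluo-8 intracellular calcium dye fluorescence, real-time kinetic reads · Control set – DMSO and EC80 PEA controls · Repeats – n of 1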
M1 ag: human M1 muscarinic receptor agonism; AID 588814; 360,000 compounds, 0.33% hits; CHO-K1 hM1, Fluo-8 calcium fluorescence, agonist mode; 0% DMSO, 100% acetylcholine EC100; activation, % at 3 µM;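 active = activation above the run's mean compound activation plus 3 SD, cut at about 16% in these data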;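 also: peak over basal fluorescence ratio within a 140 s kinetic read after compound addition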
Target sequence (P11229 whole entry, looked up): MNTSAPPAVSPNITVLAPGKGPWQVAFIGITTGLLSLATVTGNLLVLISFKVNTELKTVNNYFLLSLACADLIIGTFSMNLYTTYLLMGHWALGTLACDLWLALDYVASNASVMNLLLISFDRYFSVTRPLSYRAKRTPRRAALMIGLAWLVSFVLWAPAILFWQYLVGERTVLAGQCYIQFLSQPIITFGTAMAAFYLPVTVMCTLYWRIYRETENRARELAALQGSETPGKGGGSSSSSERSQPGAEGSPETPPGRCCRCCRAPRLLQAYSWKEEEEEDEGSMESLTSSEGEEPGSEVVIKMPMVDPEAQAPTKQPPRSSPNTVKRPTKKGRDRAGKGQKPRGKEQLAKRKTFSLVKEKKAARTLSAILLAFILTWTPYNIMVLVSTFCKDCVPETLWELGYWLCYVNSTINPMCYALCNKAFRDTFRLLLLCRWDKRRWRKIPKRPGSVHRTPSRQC
M1 PAM parental: counter-screen for M1 PAMs: effect in parental CHO-K1 cells | AID 602247 | activation, % at 3 µM | ATP EC20, Fluo-8 calcium fluorescence; 0% at ATP EC20, 100% at ATP max | 360,000 compounds, 0.02% hits;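 active = activation above the run cutoff, the mean activation of all test compounds plus 3 SD, cut at about 40% in these data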;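 also: peak over basal fluorescence ratio in a 140 s read after ATP addition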
CHO-K1 Ca antag: counter-screen for M1 antagonists: effect in parental CHO-K1 cells; ATP-induced calcium, Fluo-8 fluorescence; inhibition, % at 3 µM; 360,000 compounds, 0.6% hits; AID 602250;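 active = inhibition above a per-plate cutoff, the plate's mean sample inhibition plus 3 SD, cut at about 24% in these data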;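 also: 0% = DMSO plus EC80 ATP and 100% = DMSO alone without ATP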
OXTR potentiator: potentiators of human oxytocin receptor | 320,000 compounds, 0.061% hits | AID 2445 | CHO-OTR cells, Fluo-8 calcium fluorescence, potentiator mode; 0% = oxytocin EC15, 100% = EC100 | activation, % at 3 µM;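 active = activation above that plate's cutoff, the mean activation of tested compounds plus 3 SD, cut at about 6.6% in these data, passing the limit was not always enough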;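 also: 100% uses oxytocin at 75 nM as the full agonist control; some results filed as inactive read as strong as hits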
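System: human OTR in CHO cells / Also added: sub-maximal oxytocin, roughly EC15 / Control set: EC15 oxytocin low, 75 nM oxytocin high / Schedule: 6 min compound pre-incubation at room temperature, 100 s kinetic read / Compound: single-point 3.0 µM / Replication: singlicate / Technique: Fluo-8 calcium dye fluorescence / Read-out basis: % activation of max/min ratio relative to oxytocin controls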
CHO parental Ca: counter-screen: ATP calcium response change in parental CHO cells. 330,000 compounds, 0.63% hits. parental CHO-K1, ATP-induced calcium, Fluo-8 fluorescence. inhibition, % at 5.6 µM. AID 463079;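 active = inhibition above that plate's mean sample inhibition plus 3 SD, cut at about 26% in these data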;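 also: 0% = ATP-challenged DMSO wells and 100% = DMSO wells without ATP; some compounds past the cut are filed as inactive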
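Assay system: untransfected parental CHO cell line. Also added: ATP agonist challenge. Dosing: one dose, 5.6 µM nominal. Measured by: Fluo-8 fluorescence. Read-out: % inhibition. Benchmarks: ATP wells versus no-ATP DMSO wells. Repeats: no replicates.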
M1 antag: blocks human M1 muscarinic receptor; P11229; CHO-K1 hM1, Fluo-8 calcium fluorescence, ACh EC80 antagonist; inhibition, % at 3 µM; 360,000 compounds, 1.3% hits;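 active = percent inhibition above its own plate's cutoff, namely the mean of that plate's compound wells plus 3 SD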;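 also: peak over basal fluorescence ratio during 140 s after agonist addition; 0% = ACh EC80 plus DMSO and 100% = DMSO alone without agonist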
M1 ag parental: M1 agonist counterscreen hit in parental CHO-K1 cells. Fluo-8 calcium fluorescence; scaled to maximal ATP response, vehicle zero. activation, % at 3 µM. 360,000 compounds, 0.48% hits. AID 602248; in the data active = activation above about 15%;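 also: untransfected CHO-K1 host cells lacking M1 receptor as counterscreen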
An asterisk follows results filed as active; / = no result given.

SMILES	TAAR1 ag	TAAR1 antagonist	M1 ag	M1 PAM parental	CHO-K1 Ca antag	OXTR potentiator	CHO parental Ca	M1 antag	M1 ag parental
CCOP(=O)(OCC)C(O)c1ccc(N(C)C)cc1 (stereo not drawn)	2	-10	-4	11	-3	-1	-12	-6	0.1
CN1CCN(Cc2ccc(OC(F)(F)F)cc2)CC1	15	18	-4	9	-4	-11	3	-1	0.5
CC1CCN(CC#CCOc2ccc(Cl)cc2)CC1	6	24	-10	7	-1	-7	-5	19	0.7
O=C1NC(=O)C2(Cc3ccccc3N3CCCC32)C(=O)N1c1ccc(Cl)cc1 (stereo not drawn)	4	17	/	/	/	-1	-17	/	/
CCCCn1c(O)c(C(CC)=NCc2ccc(F)cc2)c(=O)[nH]c1=O	15	21	1	5	6	-8	-15	13	3.8
COC(=O)C1=C(c2ccc(OC(F)(F)F)cc2)C[C@@H]2CC[C@H]1N2C(=O)NCCOc1ccc(OC)cc1	7	12	-4	6	-21	-5	-21	1	0.8
Clc1cc(Cl)cc(NC2=NCCS2)c1	-1	0	-4	8	2	-12	-9	-6	3.2
Cc1ccccc1-n1c(C)nc2sccc2c1=O	3	-10	-4	9	-2	-3	-10	-8	0.4
CN1CCC2(CC1)NC(=O)C1=C(CN(C)CC1)N2	3	7	-3	24	-8	-11	-12	17	1.4
CCOC(=O)C1(CCOc2ccccc2)CCN(C(C)CSC)CC1 (stereo not drawn)	4	-6	-9	24	-15	5	-13	3	3.5
CCOC(=O)c1[nH]c2ccc(OC)cc2c1C(SCC(=O)O)c1ccc(C(F)(F)F)cc1 (stereo not drawn)	3	-7	-6	11	-1	-6	9	-5	1.2
Cc1cccc(C)c1OP(N)(=O)OCC(F)(F)F (stereo not drawn)	3	8	-5	8	-2	-1	-3	3	0.6
CN1CC(C(=O)c2ccccc2)C(c2ccccc2)C1 (stereo not drawn)	55*	-31	-7	7	-8	-9	-12	-12	1.8
CCc1nnc(NS(=O)(=O)c2ccc(N=Cc3c(O)n(-c4ccccc4)c(=O)[nH]c3=O)cc2)s1	3	-3	-5	-7	5	2	-8	1	0.1
C=CCOC(=O)c1ccccc1N	0	-7	-2	5	-21	-1	-2	-19	-0.2
O=c1[nH]c(=O)n(C2CCCCC2)c(O)c1/C=N/N1CCCCC1c1cccnc1 (stereo not drawn)	-2	-2	-2	0	-8	-4	-16	4	1.4
COc1ccc(Cl)cc1NC1=NCC(C)S1 (stereo not drawn)	8	-10	-6	7	-4	6	-13	-2	0.1
CC(C)OP(=O)(OC(C)C)C(O)c1ccc(Br)cc1 (stereo not drawn)	9	-4	0	25	-14	-2	9	-17	0.4
CNC(=O)Oc1ccc(N(C)C)cc1C(C)C	6	-6	0	4	-2	-10	-2	-10	-0.1
Cc1cc(O)c2c(c1)C(=O)C13C(=C2O)C(=O)[C@H]2[C@@H](O)[C@@H]1[C@H]1[C@H](O)[C@@H]3C(=O)C3=C(O)c4c(O)cc(C)cc4C(=O)C312 (stereo partly drawn)	/	/	-2	16	-1	-5	3	-12	0.4
O=C(Cc1ccccc1)NC(Cc1ccc(Cl)cc1)C(=O)O (stereo not drawn)	5	-17	-2	0	-7	3	3	-11	1.1
Cc1c(C=O)c2ccccc2n1Cc1ccc(F)cc1	-1	-5	-5	6	-2	-6	-21	-13	-0.2
CCC/C(=N\O)c1c[nH]c2ccccc12	7	2	-5	13	-3	3	-13	-3	0.6
CC(C)N1OC2CC1c1nc3ccccc3n1C2 (stereo not drawn)	3	6	-4	6	-10	-2	-9	-1	0.9
CCC1(CCC(C)C)C(=O)NC(=S)NC1=O	2	-20	-4	19	-11	/	/	-14	0.3

Taken from above.
CC(C)N1OC2CC1c1nc3ccccc3n1C2 (stereo not drawn) in M1 PAM parental has 6
COC(=O)C1=C(c2ccc(OC(F)(F)F)cc2)C[C@@H]2CC[C@H]1N2C(=O)NCCOc1ccc(OC)cc1 in CHO parental Ca has -21

Remaining list, next part
SMILES	TAAR1 ag	TAAR1 antagonist	M1 ag	M1 PAM parental	CHO-K1 Ca antag	OXTR potentiator	CHO parental Ca	M1 antag	M1 ag parental
CN1CCN(c2ccc(C=O)cc2)CC1	3	1	-1	9	7	4	10	-27	0.4
CCc1ccc2c(CN3CC=C(c4ccccc4)CC3)cc(=O)oc2c1	8	-21	-13	19	-2	0	-5	4	0.3
O=c1c2ccccc2nc(-c2cccs2)n1-c1ccccc1	7	-18	-5	21	-10	-2	-17	-5	0.8
COc1ccc(OCC#CCN2CCC(C)CC2)cc1	6	13	-10	-7	-1	2	5	4	-0.4
O=C(Nc1cccc(OC(=O)N2CCCCC2)c1)N1CCCCC1	-1	-12	-1	11	6	-20	-6	-12	0.7
O=C1NC(=O)N(c2ccccc2)C(=O)/C1=C/C=C/c1ccco1	57*	40	2	12	-14	-5	-6	-24	1.4
Cn1cc(C(=O)OCC(=O)N2CCCCC2)c2ccccc21	2	-17	-3	-15	-1	3	-18	-4	0.2
CCOP(=O)(OCC)C(NC(=O)c1ccccc1C)C(Cl)(Cl)Cl (stereo not drawn)	0	-23	-6	23	-18	-4	-11	-9	-0.1
ClCCN(CCCl)c1ccc(C=NNc2ncccn2)cc1	1	4	-2	4	-2	/	/	-6	-0.1
CN(C)C=C1C(=O)N(C2CCCCC2)C(=O)N(C2CCCCC2)C1=O	0	-5	0	-5	1	-11	-11	-11	0.3
O=C(Nc1ccccc1)N1Cc2ccccc2-n2nncc2C1	1	2	0	8	-4	/	/	-12	0.4
CC(C)C[C@@H]1COc2cccc(N3CCN(C)CC3)c2S(=O)(=O)N1	1	-3	/	14	-24	/	/	/	0.9
COC(=O)Cn1cc(C=C2C(=O)NC(=O)NC2=O)c2ccccc21	3	10	-1	5	-12	-12	-4	-17	2.0
O=C1NC(=O)C(Nc2ccc(Cl)c(Cl)c2)C(=O)N1	3	-11	-1	0	-10	/	/	-4	0.9
O/N=C1\CCC2CN(C3CCCCC3)CC2C1 (stereo not drawn)	5	-6	-5	21	-15	-1	-10	-6	1.3
O=c1[nH]c(=O)n(-c2ccccc2)c(O)c1/C=C/C=Nc1ccccc1	13	6	-1	7	-1	-8	0	-1	5.4
Cc1ccc(-n2c(=S)[nH]c3ccc(C)cc3c2=O)cc1	1	-18	-2	21	-5	/	/	-2	0.1
CCCN(CCC)C1CCc2ccc(O)cc2C1 (stereo not drawn)	1	-20	-7	3	-5	1	-8	9	-0.3
Cc1ccc(-n2c(O)c(/C=N/N3CCCCCC3)c(=O)[nH]c2=O)cc1C	3	-35	-5	-18	1	-11	0	3	0.0
Cc1cc(/C=C2\C(=O)NC(=O)N(c3ccc(F)cc3)C2=O)c(C)n1-c1ccc(C(=O)O)cc1	1	6	-4	18	-2	-8	-9	3	1.0
O=c1[nH]c(=S)n(-c2ccccc2F)c(O)c1C=Nc1ccc(N2CCOCC2)cc1	10	6	1	14	2	-13	7	2	7.6
COc1ccc2c(CCN)c[nH]c2c1	52*	6	-1	6	13	-16	-9	-17	-0.5
CCn1c(=O)cc(OCC(=O)N2CCN(Cc3ccc4c(c3)OCO4)CC2)c2ccccc21	14	6	-5	-2	-4	-1	-18	2	2.2
c1ccc(CNC2=NCCS2)cc1	34	7	-5	14	-15	-6	5	5	0.9
Nc1ncnc2c1ccn2[C@@H]1O[C@H](CO)[C@@H](O)[C@H]1O	1	0	-1	2	8	-3	4	-3	1.3
O=S(=O)(c1ccc(F)cc1)N1CCCCC1c1cccnc1 (stereo not drawn)	2	-9	-2	10	-2	1	-11	-5	13
OCC[N+]12CCC(CC1)C(C(O)(c1ccccc1)c1ccccc1)C2 (stereo not drawn)	1	-5	-9	1	1	-2	-4	30	0.8
CC(=O)O[C@@]12CO[C@@H]1C[C@H](OC1OCC(O)C(O)C1O)[C@@]1(C)C(=O)[C@H](O)C3=C(C)[C@@H](OC(=O)[C@H](O)[C@@H](NC(=O)c4ccccc4)c4ccccc4)C[C@@](O)([C@@H](OC(=O)c4ccccc4)C12)C3(C)C (stereo partly drawn)	1	-20	-4	-15	6	-4	1	4	0.0

Compound profiles, from the list above.
O=c1c2ccccc2nc(-c2cccs2)n1-c1ccccc1 reads TAAR1 ag: 7; TAAR1 antagonist: -18; M1 ag: -5; M1 PAM parental: 21; CHO-K1 Ca antag: -10; OXTR potentiator: -2; CHO parental Ca: -17; M1 antag: -5; M1 ag parental: 0.8
CC(C)C[C@@H]1COc2cccc(N3CCN(C)CC3)c2S(=O)(=O)N1 reads TAAR1 ag: 1; TAAR1 antagonist: -3; M1 ag: /; M1 PAM parental: 14; CHO-K1 Ca antag: -24; OXTR potentiator: /; CHO parental Ca: /; M1 antag: /; M1 ag parental: 0.9
O=C1NC(=O)C(Nc2ccc(Cl)c(Cl)c2)C(=O)N1 reads TAAR1 ag: 3; TAAR1 antagonist: -11; M1 ag: -1; M1 PAM parental: 0; CHO-K1 Ca antag: -10; OXTR potentiator: /; CHO parental Ca: /; M1 antag: -4; M1 ag parental: 0.9

Some of the compounds tested; count on the stated rates, not on these rows.
